# Source: PubChem BioAssay (National Center for Advancing Translational Sciences (NCATS))
# LmPK inh: blocks Leishmania mexicana pyruvate kinase activity; 290,000 compounds, 0.37% hits; Q27686; AID 1721; Potency, µM (highest dose often 57.5 µM), for the others: top-dose activity change, negative = inhibition, most hits filed as inhibitors; purified LmPK, Kinase-Glo ATP luminescence, 1 h
# Target sequence (Q27686 whole entry, looked up): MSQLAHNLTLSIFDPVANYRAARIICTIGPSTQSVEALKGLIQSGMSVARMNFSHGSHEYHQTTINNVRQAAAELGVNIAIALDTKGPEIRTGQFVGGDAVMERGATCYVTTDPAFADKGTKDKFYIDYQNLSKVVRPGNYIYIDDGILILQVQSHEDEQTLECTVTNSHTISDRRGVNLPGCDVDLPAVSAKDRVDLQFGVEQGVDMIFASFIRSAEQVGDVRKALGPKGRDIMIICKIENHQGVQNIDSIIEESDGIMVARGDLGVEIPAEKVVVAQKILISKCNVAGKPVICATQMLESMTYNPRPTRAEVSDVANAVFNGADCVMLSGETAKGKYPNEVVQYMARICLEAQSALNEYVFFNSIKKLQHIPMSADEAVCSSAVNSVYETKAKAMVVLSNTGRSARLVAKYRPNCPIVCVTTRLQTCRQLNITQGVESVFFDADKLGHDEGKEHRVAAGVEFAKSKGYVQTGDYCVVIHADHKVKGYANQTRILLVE
#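 0.1 nM LmPK, 0.5 mM PEP, 0.1 mM ADP; 50 mM imidazole pH 7.2, 7 mM MgCl2, 50 mM KCl; 1 h RT. Kinase-Glo luminescence readout, normalized to no-enzyme (full inhibition) and uninhibited wells.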
# Pf growth 48h: inhibits P. falciparum growth in the first generation, 48 h | P. falciparum luciferase growth in erythrocytes, 48 h | Potency, µM (doses to about 28.7 µM), without a hit: at the top dose activity change, negative = inhibition, most hits filed as inhibitors | 310,000 compounds, 5.9% hits
#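 First compound was added to culture medium, then infected red cells at 0.1% parasitemia and 2% hematocrit (final). After incubation at 37 C under 5% CO2, luciferase detection reagent was dispensed and light output recorded.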
# HCV inhibitor: blocks hepatitis C virus. Huh7.5.1 HCVcc-Cre infection, luciferase reporter, 44 h. Potency, µM (series often up to 41.8 µM), without a hit: top-dose activity change, negative = inhibition, usual class: inhibitors. 340,000 compounds, 3.4% hits
#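 Cells (1,000/well) were plated 4 h before compound, then infected with HCVcc-Cre virus (~0.5 moi). After 44 h further culture, infection was read as luciferase luminescence following a 15 min substrate incubation at room temperature.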
# Pf growth 96h: P. falciparum growth inhibition at 96 hours; Potency, µM (top dose mostly 28.7 µM), for the others: at the highest dose activity change, negative = inhibition, actives largely listed as inhibitors; P. falciparum luciferase reporter growth, 96 h; 320,000 compounds, 6.9% hits
#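 Parasite growth measured via integrated firefly luciferase reporter in P. falciparum. Infected erythrocytes at 2% hematocrit, 0.05% parasitemia final were treated 96 hours at 37 C under 5% CO2, and luminescence was read.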
# Tb PYK inh: T. brucei pyruvate kinase inhibition. Q57TT1. Potency, µM (doses to about 76.8 µM), for inactives: at the top dose activity, negative = inhibition, usual class: inhibitors. AID 624173. 410,000 compounds, 0.12% hits. TbPYK enzyme, Kinase-Glo Plus ATP luminescence, 45 min; note: nearly all actives have a fitted effect of over 50% in size
#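 Luminescent Kinase-Glo Plus end-point after 45 min room-temperature reaction of T. brucei pyruvate kinase started with 130 uM ADP (final). Buffer TEA 50 mM pH 7.2 with KCl, MgCl2, BSA, Tween-20; titration-based qHTS with fitted concentration-effect curves.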
# Sm TGR inh: S. mansoni TGR enzyme inhibition; Potency, µM (top dose mostly 114 µM), inactives show top-dose activity change, negative = inhibition, hits mostly inhibitors; 360,000 compounds, 3% hits; AID 485364; purified TGR, DTNB reduction, TNB absorbance 405 nm; Q962Y6; note: nearly all actives have a fitted effect of over 60% in size
#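 First, TGR (20 nM dispensed) and NADPH were mixed with compound. Second, a 15 min room-temperature incubation followed. Third, further NADPH and then DTNB were added to start the reaction. Finally, TNB absorbance was monitored kinetically.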
# An asterisk follows results filed as active; ? = inconclusive; . = no result given; & = joins results of further samples; [ ] = remark or other dose. Calls come from the whole dose curve; as a rule, active = well fitted curve in the direction sought with a large enough effect; inconclusive = small, poorly fitted or top-dose-only effect, or another doubt; inactive = no such curve, though single readings can be large; an effect the other way counts as inactive or inconclusive. % is set by controls: 0 for no effect and ±100 for the full control effect; potency is the fitted concentration of half-maximal effect.
SMILES,LmPK inh,Pf growth 48h,HCV inhibitor,Pf growth 96h,Tb PYK inh,Sm TGR inh
CCOC(=O)C1CCN(C(C)C(=O)c2c(C)[nH]c3cc(C)ccc23)CC1 (configuration not stated),2%,.,?,?,-12%,12%[11.4 µM]
Cc1oncc1C(=S)Nc1ccccc1,0%,26%,27%,19%,-31%,1%
CCOC(=O)Cc1csc(NC(=O)c2cccc(OC)c2)n1,-6%,10%,-27%,13%,-10%,13%
O=C(O)C1C2CCC(C2)C1C(=O)NCCc1ccccc1 (configuration not stated),-1%,19%,3%,38%[activator],3%,1%
Cc1ccc(CCNC(=O)CCCn2nc(C)c3c(C)n(-c4ccc(C)cc4)nc3c2=O)cc1,5%,1%,?,?,-3%&3%,-19%&-7%
Cc1cccc(OCCn2ccnc2)c1,0%,-14%,11%,0%,4%,1%
COc1ccccc1N1CCN(C(c2ccc(F)cc2)c2nnnn2C(C)C)CC1 (configuration not stated),-1%,?,-9%,-16%,0%,-24%
CN(C)C(=O)COc1ccc2c(-c3ccccc3)cc(=O)oc2c1,-3%,33%[activator],-15%,103%[activator],-4%,3%
C=CCn1c(Oc2cccc(C)c2)nc2c1c(=O)n(C)c(=O)n2C,-5%,-8%,10%,9%,-4%,4%
O=[N+]([O-])c1cccc2ccc(/C=C/c3ccc(F)cc3)nc12,-3%,?,1µM*,-79%,1%,5%
O=C(NC1CCCCC1)c1cc(C2CC2)on1,-7%,94%[activator],3%,91%[activator],-3%,4%
CC(=O)N1CN(S(=O)(=O)c2ccc(C)cc2)CC1C (configuration not stated),2%,.,-2%,5%,-6%,-23%

# Retrieved by structure from the list above:
SMILES,LmPK inh,Pf growth 48h,HCV inhibitor,Pf growth 96h,Tb PYK inh,Sm TGR inh
CCOC(=O)Cc1csc(NC(=O)c2cccc(OC)c2)n1,-6%,10%,-27%,13%,-10%,13%
COc1ccccc1N1CCN(C(c2ccc(F)cc2)c2nnnn2C(C)C)CC1 (configuration not stated),-1%,?,-9%,-16%,0%,-24%
O=C(O)C1C2CCC(C2)C1C(=O)NCCc1ccccc1 (configuration not stated),-1%,19%,3%,38%[activator],3%,1%
Cc1cccc(OCCn2ccnc2)c1,0%,-14%,11%,0%,4%,1%

# Additional compounds
SMILES,LmPK inh,Pf growth 48h,HCV inhibitor,Pf growth 96h,Tb PYK inh,Sm TGR inh
c1cnc(NCCNc2ncccn2)nc1,2%,1%,5%,.,-1%,-1%
COc1cccc(NC(=O)CN(C)C(=O)/C=C/c2cn(-c3ccccc3)nc2-c2ccc(C)cc2)c1,.,?,?,?,1%,9%
CC(C)CCN1CCN(Cc2ccc(C#CCCO)cc2)CC1CCO (configuration not stated),1%,-20%,-4%,12µM*,-7%,3%
COc1ccccc1CNC(=O)c1cc(-c2cccnc2)nc2ccccc12,2%,10µM*,?,-10%,1%,8%
CCN(C(=O)Cn1cnc2c1c(=O)n(C)c(=O)n2C)C1CCS(=O)(=O)C1 (configuration not stated),.,-16%,5%,-29%,-1%,-2%
Cc1ccccc1-n1c(SCC(=O)N2CCN(c3ccccc3)CC2)nnc1-c1ccncc1,-28%,-29%,7%,4%,-20%,6%
O=C(O)c1ccc(NS(=O)(=O)c2cccc(C(=O)Nc3cccc(C(=O)O)c3)c2)cc1,-7%,.,13%,54%[activator],11%,6%
CC(C(=O)N1CCN(C)CC1)N1C(=O)c2ccccc2C1=O (configuration not stated),5%,19%,3%,.,-5%,-3%
CCCCC(CCC(=O)Nc1ccccc1C(=O)OCC)C(=O)O (configuration not stated),-4%,-12%,-1%,183%[activator],-3%,-7%
N=c1c(S(=O)(=O)c2ccccc2)cc2c(=O)n3ccccc3nc2n1Cc1ccco1,21%,.,?,.,-11%,?
O=C(CCCn1c(=S)[nH]c2ccsc2c1=O)Nc1ccc2c(c1)OCCO2,1%,113%[activator],-24%,-10%,?,8%
CCOC(=O)c1sc2nc(N3CCOCC3)c3c(c2c1N)CCC3,4%,?,?,?,1%,-1%

# In another format: results already given.
> Cc1cccc(OCCn2ccnc2)c1
- LmPK inh = 0%
- Pf growth 48h = -14%
- HCV inhibitor = 11%
- Pf growth 96h = 0%
- Tb PYK inh = 4%
- Sm TGR inh = 1%

> COc1ccccc1N1CCN(C(c2ccc(F)cc2)c2nnnn2C(C)C)CC1 (configuration not stated)
- LmPK inh = -1%
- Pf growth 48h = ?
- HCV inhibitor = -9%
- Pf growth 96h = -16%
- Tb PYK inh = 0%
- Sm TGR inh = -24%

> CN(C)C(=O)COc1ccc2c(-c3ccccc3)cc(=O)oc2c1
- LmPK inh = -3%
- Pf growth 48h = 33%[activator]
- HCV inhibitor = -15%
- Pf growth 96h = 103%[activator]
- Tb PYK inh = -4%
- Sm TGR inh = 3%

> C=CCn1c(Oc2cccc(C)c2)nc2c1c(=O)n(C)c(=O)n2C
- LmPK inh = -5%
- Pf growth 48h = -8%
- HCV inhibitor = 10%
- Pf growth 96h = 9%
- Tb PYK inh = -4%
- Sm TGR inh = 4%

# More compounds follow.
SMILES,LmPK inh,Pf growth 48h,HCV inhibitor,Pf growth 96h,Tb PYK inh,Sm TGR inh
Cc1nc2ccccc2nc1CN1CCC(CO)(CC2CCCCO2)CC1 (configuration not stated),5%,?,10%,-2%,-7%,?
CCOC(=O)c1c(NC(=O)C2C3C=CC(C3)C2C(=O)O)sc2c1CC(C)CC2 (configuration not stated),0%,12%,-1%,-11%,-12%,.
CSCCC(NC(=O)c1cccc([N+](=O)[O-])c1)C(=O)O (configuration not stated),1%,27%,5%,-2%,1%,-23%
O=C(Cc1ccccc1)Nc1ccc(NC(=O)c2cccc(Cl)c2)cc1,1%,10%,-20%,-28%,-3%,4%
CC(C)Cn1cnc2c(c1=O)c1nc3ccccc3nc1n2Cc1ccc2c(c1)OCO2,-9%,5%,2%,26%,.,4%
COC(=O)c1c(NC(=O)CN2CCC3(O)CCCCC3C2c2cc(OC)ccc2OC)sc(C)c1C (configuration not stated),6%,?,?,10µM*,-7%,0%
COc1ccccc1[C@@H]1C(c2cccc(Cl)c2)=NN(c2ccccc2)[C@H]1C(=O)N1CCOC1=O,-1%,15µM*,3%,10µM*,5%,-1%
CCN(CC)C(=O)CSc1nc2c(sc(=S)n2CC)c(=O)n1-c1ccccc1,-3%,.,-29%,?,0%,5%
O=C(Nc1ccc(CN2CCOCC2)cc1)c1cc(Br)ccc1Cl,6%,15%,-12%,?,-12%,-1%
O=C(NCc1ccccc1)C(=O)NCC1OCCN1S(=O)(=O)c1cccs1 (configuration not stated),4%,15%,2%,-9%,-6%,-4%
CC(=O)OC1(c2ccccc2)CCN(C)CC1(C)C (configuration not stated),-1%,11%,15%,15%,4%,-22%
Cc1cccc(N=Nc2c(O)[nH]c3ccc(F)cc23)c1,-5%,129%[activator],?,-15%,-3%,7%

# Compound profiles, from the list above:
# COc1cccc(NC(=O)CN(C)C(=O)/C=C/c2cn(-c3ccccc3)nc2-c2ccc(C)cc2)c1 as listed: LmPK inh: .; Pf growth 48h: ?; HCV inhibitor: ?; Pf growth 96h: ?; Tb PYK inh: 1%; Sm TGR inh: 9%
# CCN(CC)C(=O)CSc1nc2c(sc(=S)n2CC)c(=O)n1-c1ccccc1 as listed: LmPK inh: -3%; Pf growth 48h: .; HCV inhibitor: -29%; Pf growth 96h: ?; Tb PYK inh: 0%; Sm TGR inh: 5%

# Following part:
SMILES,LmPK inh,Pf growth 48h,HCV inhibitor,Pf growth 96h,Tb PYK inh,Sm TGR inh
COc1ccc(NC(=O)c2ccc([N+](=O)[O-])s2)c([N+](=O)[O-])c1,1%,47%[activator],-8%,?,-2%,-1%
COc1ccc(OC)c(C2C(C(C)=O)=C(O)C(=O)N2c2ccc(F)cc2)c1 (configuration not stated),8%,1%,17%,?,0%,-14%
Cn1c(=O)c2nc(NCc3ccccc3)cnc2n(C)c1=O,-1%,26%,-21%,4%,-3%,5%
Cc1sc(NC(=O)C2CCCCC2)c(C#N)c1-c1ccccc1,5%,0%,-26%,0%,-9%,-19%
O=C1C=C(O)c2cccc(O)c2C1=O,-2%,-6%,2%,?,-4%,?
O=C1CN(C(=O)NCCC(=O)NC2CCCCC2)c2ccccc2N1,1%,-6%,7%,-23%,-2%,-1%
Cc1cc([N+](=O)[O-])nn1Cc1ccc(C(=O)N/N=C/c2ccccc2)cc1,3%,10%,-16%,?,3%,0%
Cc1cc(C)n(C(=O)CNC(=O)/C=C/c2ccccc2)n1,5%,1%,-2%,?,4%,5%
COc1cccc(CNC(=O)C2CCCN(S(=O)(=O)c3c(C)n[nH]c3C)C2)c1 (configuration not stated),4%,-6%,15%,?,-5%,-1%
O=C(c1ccccc1)C(C(=O)N1CCc2ccccc2C1)n1ccccc1=O (configuration not stated),-1%,33%[activator],9%,32%[activator],4%,-6%
CCOc1ccc(C(=O)NCC(=O)N2CCN(C/C=C/c3ccccc3)CC2)cc1OCC,.,?,?,-8%,2%,-18%
CCOc1nc(-c2ccc(C)cc2)ccc1-c1noc(COC)n1,-2%,?,10µM*,0%,-4%,10%
CCOC(=O)Cc1cc(-c2ccccc2)nc2ccc3ccccc3c12,-2%,-19%,?,19%,9%,7%
CCN(CC)c1ccc(S(=O)(=O)N2CCOCC2)cc1NC(=O)CSc1nncn1C,.,?,1%,?,1%,3%
COc1ccc(CCN(C)C(=O)c2c(C)nn(-c3ccccc3)c2C)cc1OC,3%,-16%,16%,?,-2%,-5%
COc1ccc(NC(=O)CSCc2ccc(C)cc2)cc1,-1%,5%,11%,23%,-2%,3%
COC(=O)C1=C(C)N(Cc2ccccc2)C(=NCc2cc(OC)c(OC)c(OC)c2)N[C@H]1CCc1ccccc1,-6%,13µM*,?,?,-6%,0%
CCOC(=O)Cc1[nH]nc2c1C(c1ccsc1)C(C#N)=C(N)O2 (configuration not stated),4%,-3%,9%,28%,0%,.
COc1cccc(C(=O)Nc2ccc3nc4n(c(=O)c3c2)CCCC4)c1,-4%,13%,-29%,78%[activator],-18%,3%
O=C(N/N=C/C=C/c1ccc([N+](=O)[O-])cc1)c1cccs1,0%,-15%,16%,75%[activator],-20%,-8%
Cc1cc(OCC(=O)Nc2cccnc2)c2c(C)cc(=O)oc2c1,-9%,?,-17%,?,-3%,0%
C/C(=N\NC(=O)NC1CCCCC1)c1ccco1,-2%,-11%,1%,28%,-1%,2%
Cc1ccc2c(c1)nnc1nnc(SCC(=O)O)n12,-2%,4%,3%,5%,3%,-6%
CC(C)(C)C(=O)NC(=S)Nc1ccc(S(=O)(=O)Nc2nccs2)cc1,0%,-23%[5.75 µM],-1%,-8%[5.75 µM],-2%,?
O=C1NC(c2ccccc2)=NC1(NS(=O)(=O)c1ccc(Cl)cc1)C(F)(F)F (configuration not stated),4%,-3%,9%,-51%,8%,-16%
COc1ccc(NS(=O)(=O)c2ccc(NC(C)=O)cc2)c(OC)c1,10%,7%,-10%,?,8%,1%
N#CCCCn1c(-c2ccccc2)noc1=O,1%,7%,8%,3.7µM*,-1%,0%

# Rows are unselected; overall some 16% were active at least once.
